From PubChem BioAssay
Hsp70 inhibitors = Hsp70 inhibitors, probe displacement, primary screen, biochemical, fluorescence polarization (AID 583) | 0.06% of 140,000 active | one-dose displacement, % at 20 µM; IC50 in µM for titrated hits | Hsp70 fluorescence polarization probe displacement, mP; higher % means a stronger effect; in the data active = displacement above about 50%;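 note: plate controls were vehicle for no effect and reference ligand for full effect; a part of the inactive calls stands beside numbers as strong as those of hits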
MKP-3 inhibition = MKP-3 phosphatase inhibitors, primary screen, biochemical, rat enzyme, in vitro (AID 425) | recombinant MKP-3 phosphatase activity, fluorescence; higher % means a stronger effect | inhibition, % at 20 µM; hits with a dose series show IC50 in µM | 0.17% of 110,000 active; in the data active = inhibition above about 50%;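 note: plate controls were vehicle for no effect and reference inhibitor for full effect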
Starred values were filed as active, the others as inactive; x = not tested or not shown; & = joins results of further samples.

No.	molecule	Hsp70 inhibitors	MKP-3 inhibition
1	C=CCN1C(=O)S/C(=C/c2ccsc2)C1=O	-5.2%	x
2	O=[N+]([O-])c1cc2c(cc1C1NN=C(c3ccccc3)S1)OCO2 (stereo not drawn)	1.9%	0%
3	COc1ccc(N2CCN(c3cc(=O)n(Cc4ccc(F)cc4)c(=O)[nH]3)CC2)cc1	0.9%	-5%
4	Cc1ccc(-c2cc(C(=O)NCC3CCCO3)c3ccccc3n2)c(C)c1 (stereo not drawn)	-2.7%	4%
5	Cn1cccc1Cc1nnc(SCC(=O)NCC2CCCO2)n1-c1ccc(F)cc1 (stereo not drawn)	-3.2%	-5%
6	O=C(Nc1ccc(Cl)cn1)c1cc(F)c(F)cc1Cl	-4.6%	3%
7	CCCS(=O)(=O)N1CCC(C(=O)NCc2ccccc2Cl)CC1	-1.1%	-2%
8	COC(=O)c1[nH]c2c(c1C)C(=O)CC(c1cccs1)C2 (stereo not drawn)	1.0%	-1%
9	COc1ccc(C(=O)c2ccc(N(C)C)cc2)c(OC)c1	x	3%
10	CC(c1ccccc1F)n1cc(C(=O)NCCc2ccco2)nn1 (stereo not drawn)	2.3%	6%
11	CCOC(=O)c1csc(NC(=O)CSc2nnnn2-c2ccc(OC)cc2)n1	2.6%	-16%
12	Cc1ccc(S(=O)(=O)N/N=C/c2sccc2C)cc1	-3.2%	1%
13	COc1cccc(C(=O)NCCNc2ccc(C(F)(F)F)cc2[N+](=O)[O-])c1	0.2%	4%
14	Cc1cccn2c(=O)c(C=Nc3ccccc3)c(NCc3ccco3)nc12	-1.1%	-9%
15	CCCOc1cccc(C(=O)Nc2ccc3c(c2)OCCO3)c1	2.0%	4%
16	COc1nc(C)ccc1-c1noc(-c2ccco2)n1	-1.1%	-11%
17	CC1=Nn2c(nnc2-c2ccco2)SC1	0.6%	-3%
18	O=C(c1ccc(Cl)cc1)c1nnc(-c2ccncc2)o1	6.2%	-6%
19	C=CCn1c(SCC(=O)O)nnc1-c1ccccc1	4.5%	x
20	Cc1csc(SCc2nc3sc4c(c3c(=O)[nH]2)CCC4)n1	5.0%	2%
21	CC1=C(C(=O)OC(C)C)C(c2ccc(C(C)C)cc2)NC(=O)N1 (stereo not drawn)	1.4%	3%
22	O=C(O)CCc1ccc(-c2ccccc2)n1CC1CCCO1 (stereo not drawn)	0.6%	-7%
23	CCn1c2ccccc2c2cc(CNCc3ccc(OC)cc3)ccc21	-3.1%	0%
24	O=C(c1cc(-c2ccc(Br)cc2)nc2ccccc12)N1CCN(c2ccc(F)cc2)CC1	1.0%	0%
25	O=C(Nc1cccc(O)c1)/C(=C\c1cccnc1)NC(=O)c1ccccc1	-0.7%	3%
26	COc1ccc(/C=N/n2c(=S)n(C)c3ccccc32)cc1OC	-2.0%	x
27	CCN(CC)S(=O)(=O)c1ccc(OC)nc1	3.4%	x
28	COC(=O)CN1C(=O)/C(=C/c2cc(OC)ccc2OC)SC1=S	-8.9%	6%
29	Fc1c(F)c(N2CCOCC2)c(F)c(F)c1-c1c(F)c(F)c(N2CCOCC2)c(F)c1F	2.1%	1%
30	CC1(C)Cc2c(C#N)c(N3CCCC3)nc(-c3ccco3)c2CO1	0.8%	1%
31	O=C(c1ccc2ncsc2c1)N1CCN(c2ccc(O)cc2)CC1	-3.7%	x
32	CNC(=O)C(=O)NCCc1ccc(Cl)cc1	6.1%&1.5%	-11%
33	c1nc(N2CCCCC2)c2[nH]cnc2n1	x	-3%
34	CSCCNS(=O)(=O)c1ccc(NC(C)=O)cc1	0.5%	1%
35	Cc1ccccc1-c1n[nH]c(=S)n1-c1ccccc1	0.7%	4%
36	O=C(Nc1nccs1)c1ccc(S(=O)(=O)N2CCCCC2)cc1	9.9%	-8%
37	COc1ccc(CC(=O)Nc2cc([N+](=O)[O-])ccc2C)cc1OC	-0.6%	3%
38	Cc1ccccc1NC(=O)c1ccc(-c2ccccc2)cc1	2.9%	-7%
39	CCOC(=O)Cc1[nH]nc2c1C(C1C=CCCC1)C(C#N)=C(N)O2 (stereo not drawn)	-5.9%	-7%
40	O=C(c1ccccc1)c1c[nH]cc1-c1ccccc1	-13%	x
41	COc1ccc(C(=O)Nc2nc(C)c(C(=O)N(C)C)s2)cc1OC	3.7%	2%
42	COc1ccc(N2CCN(CC(O)COc3ccc4c(c3)CCC4)CC2)cc1 (stereo not drawn)	-0.7%	x
43	CCOC(=O)Cn1c(=N)n(CCOc2cccc(C)c2)c2ccccc21	2.4%	-1%
44	O=C(CSc1nnc(COc2cccc3cccnc23)o1)N1CCN(C(=O)c2ccco2)CC1	-4.4%	x
45	COc1ccc(-c2nc(NC(=O)CSc3nnc(C)s3)ns2)cc1	0.3%	-6%
46	O=C1CC(c2cccc(F)c2)C2=C(CCCC2=O)N1 (stereo not drawn)	3.2%	-8%
47	CSC1=NCCN1C(=O)c1c(F)cccc1Cl	5.4%	3%
48	Cc1cnc(C(=O)Nc2ccc(N3CCN(C(=O)OC(C)(C)C)CC3)cc2)cn1	-1.3%	-3%
49	COc1ccc(CCNC(=O)c2cc3sccc3n2C)cc1OC	7.6%	0%
50	Cc1cc(Cl)c2cc(C(=O)O)ccc2n1	2.8%	4%
51	Cc1cc(NC(=O)CSc2nnc(C3CC3)n2Cc2ccccc2)no1	8.1%	x
52	COC(=O)c1cc(NC(=O)c2cc(-c3cccc(OC)c3)nc3ccccc23)cc(C(=O)OC)c1	-2.6%	4%
53	O=C(OCCN1CCCCC1)c1ccc(Cl)cc1	-2.3%	x
54	CCOC(=O)c1c(NC(=O)COC)sc2c1CCCC2	-1.5%	-8%
55	CCOC(=O)C1=C(C)NC2=C(C(=O)C(C(=O)OCC)C(c3cccc(OC)c3)C2)C1c1ccccn1 (stereo not drawn)	0.7%	x
56	COc1cc(F)ccc1S(=O)(=O)N1CCC(C)CC1	-1.3%	0%
57	Cc1c(NC(=O)c2ccccc2N(C)S(=O)(=O)c2ccccc2)c(=O)n(-c2ccccc2)n1C	4.5%	x
58	COC(=O)c1ccc(C)c(NC(=O)Cc2coc3cc(OC)ccc23)c1	3.1%	-7%
59	CC(C)N(C(=O)c1ccccc1F)C(C)C	5.1%	-1%
60	COCCn1c(N2CCN(c3ccc(OC)cc3)CC2)nc2c1c(=O)[nH]c(=O)n2C	-0.4%	-1%

An excerpt from above in order of SMILES length, rising.
No.	molecule	Hsp70 inhibitors	MKP-3 inhibition
59	CC(C)N(C(=O)c1ccccc1F)C(C)C	5.1%	-1%
34	CSCCNS(=O)(=O)c1ccc(NC(C)=O)cc1	0.5%	1%
40	O=C(c1ccccc1)c1c[nH]cc1-c1ccccc1	-13%	x
56	COc1cc(F)ccc1S(=O)(=O)N1CCC(C)CC1	-1.3%	0%
44	O=C(CSc1nnc(COc2cccc3cccnc23)o1)N1CCN(C(=O)c2ccco2)CC1	-4.4%	x

The list goes on.
No.	molecule	Hsp70 inhibitors	MKP-3 inhibition
61	Cc1ccc(NC(=O)Cn2cnc3c(cnn3C(C)(C)C)c2=O)cc1	3.6%	-10%
62	O=C(c1ccc(O)cc1)c1ccc(C(=O)c2ccc(O)cc2)cc1	-2.8%	x
63	Cc1nc2ccc(-c3nc4ccccc4o3)cc2[nH]1	4.4%	x
64	COC(=O)CSc1nnc(-c2cnccn2)n1C	3.8%	-8%
65	O=C(CN1N=C(C(F)(F)F)CC1(O)c1ccc([N+](=O)[O-])cc1)c1ccccc1 (stereo not drawn)	2.0%	x
66	COc1ccc(CNC(=O)CN(CC2CCCO2)C(=O)CNS(=O)(=O)c2ccccc2)cc1 (stereo not drawn)	-4.5%	-6%
67	Cc1ccc(N(Cc2ccc(C(=O)Nc3cccnc3)cc2)S(C)(=O)=O)cc1C	0.5%	1%
68	O=C(Nc1ccc(F)c(F)c1)c1ccc2c(c1)OCO2	-4.5%&1.5%	-14%&0%
69	N#CCC(=O)NNC(=O)COc1cccc2ccccc12	0.9%	4%
70	CC(C)(C)C1=NN(C(=O)c2ccc([N+](=O)[O-])cc2)C(O)(C(F)(F)F)C1 (stereo not drawn)	2.0%	-2%
71	COc1ccccc1C(=O)NCCn1cc(SCC(=O)Nc2nnc(C)s2)c2ccccc21	1.4%	-4%
72	CC(=O)Oc1ccc2c3c(c(=O)oc2c1C)CCCC3	-3.1%	4%
73	COc1ccc(CCN2C(=O)C3C4C=CC(C4)C3C2=O)cc1OC (stereo not drawn)	0.6%	-4%
74	O=C1NC(=O)C(=Cc2ccccc2OS(=O)(=O)c2ccc([N+](=O)[O-])cc2)C(=O)N1	-1.6%	5%
75	Cc1ccc(-c2nn(C)c(=O)c3ccccc23)cc1S(=O)(=O)N1CCOCC1	1.1%	-2%
76	O=C(Nc1ccc(Br)cc1)N1CCCCCCC1	-1.4%	0%
77	CCn1c(SCC(=O)Nc2ccccc2F)nc2c(c1=O)SC(C)C2 (stereo not drawn)	0.6%	-4%
78	COc1ccc(C2C(C(=O)Nc3cccc(C)n3)CCC(=O)N2c2ccc(OC)cc2)cc1 (stereo not drawn)	1.8%	1%
79	CC(=O)c1cccc(NC(=O)c2cccc(Cl)c2)c1	-1.7%	4%
80	COc1cc(C2C3=C(CC(C)(C)CC3=O)OC3=C2C(=O)CC(C)(C)C3)cc(I)c1O	-4.2%	5%
81	COc1cccc(CN2CCNC(=O)C2CC(=O)O)c1OC (stereo not drawn)	0.9%	-9%
82	O=C(Nc1ccc2oc(-c3ccc(Cl)cc3Cl)nc2c1)c1ccccc1	7.0%	4%
83	O=C(Cc1n[nH]c(=O)c2ccccc12)OCC(=O)c1ccc2c(c1)OCCO2	2.2%	-6%
84	CCN1CCN(CC(=O)Nc2cccc(C)c2C)C(=O)C1=O	-2.4%	-5%
85	CCc1cc2c(=O)n(C(C)C(=O)OC3CCCCC3)cnc2s1 (stereo not drawn)	0.8%	-11%
86	CC(C)c1[nH]nc2c1C(c1cccnc1)C(C#N)=C(N)O2 (stereo not drawn)	0.0%	1%
87	COc1ccc(-c2nnn(CC(=O)OC3CCCCC3)n2)cc1OC	-4.4%	-5%
88	O=C(Nc1cccc(Cl)c1)N1CCN(Cc2ccccc2)CC1	-3.2%	-1%
89	c1cncc(-c2nc3cc(Cc4ccc5oc(-c6cccnc6)nc5c4)ccc3o2)c1	-4.6%	-6%
90	CCC1Oc2ccccc2N(CC(=O)NCCc2ccc(OC)c(OC)c2)C1=O (stereo not drawn)	3.1%	x
91	CC1CN(C(=O)COc2ncnc3ccccc23)CC(C)O1 (stereo not drawn)	2.4%	x
92	COc1cccc(-c2nc(-c3ccc(NC(=O)c4ccncc4)cc3)no2)c1	-4.7%	x
93	COc1cc(-c2nnc3sc(-c4ccncc4)nn23)cc(OC)c1OC	0.8%	-7%
94	COc1cc(OC)cc(C(=O)NCc2cccnc2)c1	-0.6%	-5%
95	Cc1ccc(C(=O)Nc2cccc(NC(=O)c3ccc(C)c(C)c3)c2)cc1	-4.7%	5%
96	Cc1onc(-c2ccccc2Cl)c1C(=O)N1CCC(Cc2ccccc2)CC1	6.6%	1%
97	N#C/C(=C(\O)Cc1ccccc1)c1nc2ccccc2[nH]1	1.1%	x
98	Cc1ccc(S(=O)(=O)NCc2ccncc2)cc1	0.8%	-8%
99	CC(C)n1c(-c2ccco2)csc1=Nc1cccnc1	3.0%	-11%
100	CCn1c(N)c(C(=O)NC2CCCCC2)sc1=S	4.4%	x
101	Cc1nnc(NC(=O)c2ccco2)s1	-1.0%	-1%
102	CCCNC(=S)N1CCC(NC(=O)C2CCCCC2)CC1	-0.5%	x
103	Cc1ccc(C(=O)Nc2ccccc2C(=O)O)cc1	-0.4%	-11%
104	O=C1/C(=C\c2cccc([N+](=O)[O-])c2)SC(=S)N1c1ccccc1	0.6%	-1%
105	O=[N+]([O-])c1cccc(CNC23CC4CC(CC(C4)C2)C3)c1	-4.1%	0%
106	Cc1c(N2C(=O)C(C)SC23C(=O)Nc2ccccc23)c(=O)n(-c2ccccc2)n1C (stereo not drawn)	4.8%	-3%
107	O=C1c2ccc3c4c(ccc(c24)C(=O)N1c1ccc2c(c1)oc1ccccc12)CC3	-6.9%	4%
108	COc1ccc(CNc2ccc3c(c2)nc(C)n3C)cc1OC	-5.6%	4%
109	O=S(=O)(NCc1cccnc1)c1ccc2c(c1)OCCO2	-5.4%	x
110	CC(=O)N(C(C)=O)c1ccc2nc(C)[nH]c(=O)c2c1	2.5%	-8%
111	COc1cccc(OC)c1C(=O)Nc1ccc(CN2CCCCC2)cc1	-2.2%	3%
112	Cc1cccc(NC(=O)c2c(C)c(-c3ccccc3)nc3ccccc23)c1C	2.4%	2%
113	COc1cccc(NS(=O)(=O)c2cc(C)sc2C)c1	-3.6%	-4%
114	NC1=CC(=O)c2cccc3cccc1c23	86%	-5%
115	Cc1ccc(-c2csc(NC(=O)c3ccccc3Cl)n2)cc1	-1.9%	0%
116	Cc1ccc(C(c2nnnn2C2CCCC2)N2CCN3CCCC3C2)cc1 (stereo not drawn)	0.9%	x
117	Cc1nnc(SCc2cc(=O)[nH]c(N3CCN(Cc4ccccc4)CC3)n2)s1	-0.9%	-6%

Compounds 104 to 105, reprinted for reference:
No.	molecule	Hsp70 inhibitors	MKP-3 inhibition
104	O=C1/C(=C\c2cccc([N+](=O)[O-])c2)SC(=S)N1c1ccccc1	0.6%	-1%
105	O=[N+]([O-])c1cccc(CNC23CC4CC(CC(C4)C2)C3)c1	-4.1%	0%

A portion of the library; the hit share may differ from the screen's.
